Source: PubChem
DRD3 antagonist – antagonists of human D3 dopamine receptor; P35462; AID 652054; 360,000 tested, 2.5% active; max response, negative = inhibition, %; D3R cells, DiscoveRx beta-arrestin luminescence, antagonist mode; hits give low values; in the data active = max response below about -50%; inconclusive = no clear call, values can overlap the other calls; note: % is set by controls: 0 for no effect and ±100 for the full control effect; mostly tested at two doses, the higher about 12 µM
Target sequence (P35462 whole entry, looked up): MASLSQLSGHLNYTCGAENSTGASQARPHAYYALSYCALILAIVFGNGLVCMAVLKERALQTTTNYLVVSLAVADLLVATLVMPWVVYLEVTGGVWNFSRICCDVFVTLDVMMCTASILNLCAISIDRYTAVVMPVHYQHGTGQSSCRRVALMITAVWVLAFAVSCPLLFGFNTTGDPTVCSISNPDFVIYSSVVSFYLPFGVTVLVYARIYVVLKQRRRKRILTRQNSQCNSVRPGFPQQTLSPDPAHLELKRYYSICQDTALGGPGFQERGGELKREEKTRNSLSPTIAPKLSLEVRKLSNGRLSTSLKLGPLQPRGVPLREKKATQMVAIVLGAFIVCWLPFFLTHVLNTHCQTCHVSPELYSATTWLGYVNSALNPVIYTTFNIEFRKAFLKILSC
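Cells plated overnight at 1500 cells/well, then exposed to library compounds with dopamine controls for 90 minutes at 37 degrees C. DiscoveRx reagent added for 30–60 minutes at room temperature; luminescence read, quantitative HTS format.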
PTHR1 ag – PTHR1 (human) receptor agonism; 410,000 tested, 0.075% active; Q03431; Potency, µM (series often up to 115 µM), inactives show top-dose activation, actives largely listed as activators; HEK293 GP2 PTHR1 cells, GloSensor cAMP luminescence, 1 h; AID 743266; note: potency is the fitted concentration of half-maximal effect; nearly all actives have a fitted effect of over 55% in size; some results filed as inactive show a strong effect at the top dose; inactives centre near -15; many of its hits are not listed in these tables
Target sequence (Q03431 whole entry, looked up): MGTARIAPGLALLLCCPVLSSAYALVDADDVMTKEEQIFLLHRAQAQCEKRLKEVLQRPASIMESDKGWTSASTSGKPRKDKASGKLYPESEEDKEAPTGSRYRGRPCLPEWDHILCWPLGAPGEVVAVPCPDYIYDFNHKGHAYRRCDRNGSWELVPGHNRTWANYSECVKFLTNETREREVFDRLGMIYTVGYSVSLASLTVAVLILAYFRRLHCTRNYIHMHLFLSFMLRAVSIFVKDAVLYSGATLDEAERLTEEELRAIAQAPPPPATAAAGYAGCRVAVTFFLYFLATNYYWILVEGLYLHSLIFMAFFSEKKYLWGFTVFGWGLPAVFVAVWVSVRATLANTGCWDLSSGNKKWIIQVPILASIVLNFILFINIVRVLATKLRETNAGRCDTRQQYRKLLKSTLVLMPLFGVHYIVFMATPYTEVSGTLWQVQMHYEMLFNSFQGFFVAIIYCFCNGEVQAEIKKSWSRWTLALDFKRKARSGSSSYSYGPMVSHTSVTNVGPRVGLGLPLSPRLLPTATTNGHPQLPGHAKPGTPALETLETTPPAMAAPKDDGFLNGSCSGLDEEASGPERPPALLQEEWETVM
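HEK-293-derived GP2 cells expressing PTHR1 and a GloSensor cAMP reporter, 3,000/well, plated overnight, given luciferin plus IBMX (each 0.5 mM as added) for 1 h at 37 °C, then compound for 1 h at 37 °C. Luminescence was read after 15 min at room temperature.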
CCT modulator – changes cytosolic chaperonin activity; purified chaperonin ATPase assay, HTRF ADP detection, 30 min; 360,000 tested, 0.3% active; activity change, % (no concentration beside the values), hits read low; in the data active = activity change below about -30%; note: % is set by controls: 0 for no effect and ±100 for the full control effect
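TRiC at 40 or 20 nM final (batch-dependent) in 30 mM Tris pH 7.4, 100 mM KCl, 5 mM MgCl2, 1 mM DTT, with compound at single 76 uM and 10 uM ATP, 30 min at 37 deg C. ADP detected by HTRF Transcreener, 665/615 ratio.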
EPAC2 antag – EPAC2 (human) antagonism; Q8WZA2; EPAC2 GEF exchange of Rap1B-BODIPY-GDP, fluorescence; Potency, µM (top dose mostly 114 µM), for the others: top-dose activity, negative = inhibition, actives largely listed as inhibitors; 360,000 tested, 0.18% active; note: potency is the fitted concentration of half-maximal effect; % is set by controls: 0 for no effect and ±100 for the full control effect; nearly all actives have a fitted effect of over 45% in size; many of its hits are not listed in these tables
Mm-Cpn inhibitor – M. maripaludis TRiC chaperonin inhibition | purified Mm-Cpn ATPase, ADP Transcreener TR-FRET | Potency, µM (series often up to 76.9 µM), for the others: at the top dose activity, negative = inhibition, most hits filed as inhibitors | 330,000 tested, 0.031% active | AID 504842; note: potency is the fitted concentration of half-maximal effect; % is set by controls: 0 for no effect and ±100 for the full control effect; nearly all actives have a fitted effect of over 80% in size
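ATPase turnover read by TR-FRET ADP competition (Eu cryptate antibody/ADP-d2, 665/590 nm): 10uM ATP final, 25nM Mm-CPN final, 30 min 37degC after 10-min compound preincubation, pH 7.4 Tris/KCl/MgCl2/DTT buffer.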
D3 ag – agonists of human D3 dopamine receptor. 410,000 tested, 0.58% active. D3R DiscoveRx beta-arrestin cells, luminescence, 90 min. P35462. max activation, %; in the data active = max activation above about 30%; note: 0% is about no effect; mostly tested at two doses, the higher about 12 µM
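Cells at 1500/well, incubated overnight, then treated with pinned compounds (dopamine as control) for 90 min at 37 degrees C. DiscoveRx reagent added for 30 - 60 minutes at room temperature; luminescence read.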
pAkt inh – blocks phosphorylation of Akt; Neuro2A IGF-stimulated pAkt S473 HTRF, 20 min; hits give low values; activity change, % for hits at 50 µM; 360,000 tested, 0.32% active; AID 651550; in the data active = activity change below about -80%; inconclusive = mostly about -51% to -80%; note: % is set by controls: 0 for no effect and ±100 for the full control effect
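Single-point screen (50 µM final compound) in Neuro2A cells stimulated 20 min with 6 nM IGF at 37 deg C. After lysis, Ser473-phosphorylated Akt read by HTRF (ex 330 nm, em 615/665 nm) as the 665/615 ratio.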
EPAC2 agonist – agonists of human EPAC2 (RAPGEF4) | Q8WZA2 | EPAC2 activation, biochemical qHTS; response scale: 100% = 6.5 mM cAMP response | Potency, µM (highest dose often 154 µM), inactives show at the top dose activation, most hits filed as activators | 360,000 tested, 0.079% active | AID 720711; note: potency is the fitted concentration of half-maximal effect; nearly all actives have a fitted effect of over 50% in size
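Readout is BODIPY fluorescence (480 nm excitation, 540 nm emission), which falls as labeled GDP is exchanged off Rap1B. EPAC2 at 100 nM acted on 250 nM RAP1B-BODIPY-GDP with 50 uM GDP present.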
* marks the source's active call; other numbers are inactive results; i = inactive; ? = inconclusive; nt = no result given; [ ] = remark or other dose. Unless noted, calls come from the whole dose curve; as a rule, active = well fitted curve in the direction sought with a large enough effect; inconclusive = small, poorly fitted or top-dose-only effect, or another doubt; inactive = no such curve, though single readings can be large; an effect the other way counts as inactive or inconclusive. Not all compounds are listed; rates above refer to the full screens.

nr	compound	DRD3 antagonist	PTHR1 ag	CCT modulator	EPAC2 antag
1	CCOC(=O)C1(CCCc2ccccc2)CCN(C(=O)CN2CCOC2=O)CC1	4	-4%	-0.3	-5%
2	CCc1c2ccccc2nn1-c1ccccc1C(=O)C(C)=O	-8	?	-3.9	-12%
3	COc1ccc2c(c1)C(=O)CC(O)(C(F)F)O2 (stereo not drawn)	0	20%	-0.5	8%
4	Cc1cccc2c1-c1sc(C(=O)N3CCCCC3)cc1CO2	-26	-21%	0.0	?
5	Cc1ccc(N2C(=O)CC(Sc3cccs3)C2=O)cc1 (stereo not drawn)	-11	-11%	-0.1	6%
6	COc1ccc(N2CCN(C(=O)c3ccc(S(=O)(=O)NCc4ccco4)cc3)CC2)cc1	-11	-24%	-1.9	-5%
7	CCCCc1cc(=O)oc2cc(OCc3cc(OC)c(OC)c(OC)c3)c(Cl)cc12	116	i	-0.4	1%
8	C=C1C(=O)OCC2C(C(=O)O)=CC3C(C)C(C)=CC123 (stereo not drawn)	4	-25%	-1.1	2%

nr	Mm-Cpn inhibitor	D3 ag	pAkt inh	EPAC2 agonist
1	-5%	0	i	4%
2	-1%	-7	i	9%
3	0%	-11	i	1%
4	-6%	-9	i	16%
5	-2%	4	i	8%
6	-1%	-1	i	7%
7	-5%	5	i	-6%
8	nt	6	i	1%

Part of the list above in order of heavy-atom count, highest first.
nr	compound	DRD3 antagonist	PTHR1 ag	CCT modulator	EPAC2 antag
2	CCc1c2ccccc2nn1-c1ccccc1C(=O)C(C)=O	-8	?	-3.9	-12%
8	C=C1C(=O)OCC2C(C(=O)O)=CC3C(C)C(C)=CC123 (stereo not drawn)	4	-25%	-1.1	2%
3	COc1ccc2c(c1)C(=O)CC(O)(C(F)F)O2 (stereo not drawn)	0	20%	-0.5	8%

nr	Mm-Cpn inhibitor	D3 ag	pAkt inh	EPAC2 agonist
2	-1%	-7	i	9%
8	nt	6	i	1%
3	0%	-11	i	1%

Further structures follow.
nr	compound	DRD3 antagonist	PTHR1 ag	CCT modulator	EPAC2 antag
9	Cc1ccc(S(=O)(=O)C(C#N)c2nc3ccccc3nc2N2CC(C)OC(C)C2)cc1C (stereo not drawn)	-23	-92%[inhibitor]	-2.2	-21%
10	O=C(NCc1ccco1)c1ccc(CS(=O)(=O)Cc2ccc(F)cc2)o1	21	-6%[57.5 µM]	-3.3	8%
11	CCC1CCCCN1C(=O)CSc1nc2c([nH]c3ccccc32)c(=O)n1C (stereo not drawn)	10	-5%[57.5 µM]	-1.2	1%
12	O=C(CCn1nc(-c2ccccc2)c2ccccc2c1=O)Nc1cccnc1	12	i	0.2	-15%
13	COC(=O)c1cc(OC)c(OC)cc1NC(=O)c1ccccc1	0	i	-2.1	4%
14	O=C(Nc1ccc(F)cc1)c1ccc(C(=O)N2CCOCC2)cc1	?	-3%	-1.7	1%
15	COc1nc(Oc2ccc(C(=O)O)cc2)nc(Oc2ccc(C(=O)O)cc2)n1	9	i	1.2	3%
16	COc1ccc(NC(=O)c2ccc3snnc3c2)cc1	-7	-15%	-0.9	0%

nr	Mm-Cpn inhibitor	D3 ag	pAkt inh	EPAC2 agonist
9	-2%	-6	i	3%
10	-2%	0	i	5%
11	1%	8	i	-5%
12	0%	-1	i	7%
13	0%	7	i	-16%
14	-4%	3	i	4%
15	1%	11	i	1%
16	2%	3	i	18%

Next part
nr	compound	DRD3 antagonist	PTHR1 ag	CCT modulator	EPAC2 antag
17	O=c1oc2ccccc2cc1-c1cn2ccccc2n1	19	-41%[inhibitor]	-1.7	-26%
18	CCOC(=O)N1CCN(S(=O)(=O)c2ccc3[nH]cc(C(=O)O)c(=O)c3c2)CC1	22	-4%	-2.8	-12%
19	CCSc1nc(O)c(CC)c(=O)n1C(C)CC (stereo not drawn)	-13	i	1.7	10%
20	c1ccc2c(Nc3nnc(-c4ccncc4)s3)cccc2c1	20	-33%[inhibitor]	0.2	5%
21	Cc1cc(/C=C2\SC(=S)N(C)C2=O)c(C)n1-c1ccccc1O	3	-32%[inhibitor]	-2.1	18%
22	O=C(/C=C/c1ccc(Br)cc1)Nc1ccc(S(=O)(=O)Nc2ncccn2)cc1	9	-17%	-1.9	-4%
23	O=c1[nH]c(-c2ccc(O)cc2)nc2scc(-c3cccs3)c12	27	i	-0.8	9%
24	O=C(CCSc1nnc2ccc3ccccc3n12)Nc1ccc(F)cc1	18	-4%[57.5 µM]	0.6	7%

nr	Mm-Cpn inhibitor	D3 ag	pAkt inh	EPAC2 agonist
17	-11%	-6	i	-5%
18	-3%	3	i	-6%
19	1%	-2	i	5%
20	1%	2	i	0%
21	nt	13	i	?
22	3%	-1	i	-1%
23	-16%	0	i	7%
24	-27%	4	i	1%

(list continues)
nr	compound	DRD3 antagonist	PTHR1 ag	CCT modulator	EPAC2 antag
25	O=C(c1cc([N+](=O)[O-])ccc1N1CCN(S(=O)(=O)c2ccc(Cl)c(Cl)c2)CC1)N1CCOCC1	-9	i	-0.7	-3%
26	Cc1ccc2nc(SCc3nnc(-c4ccccc4Br)o3)[nH]c2c1	-11	-5%[57.5 µM]	-1.1	-3%
27	Cc1nn(C)c(C(=O)N/N=C/c2ccc(C(F)(F)F)cc2)c1[N+](=O)[O-]	-24	i	-1.7	-15%
28	Cn1cccc1/C=C1\SC(=S)N(NC(=O)c2ccc(F)cc2)C1=O	-23	-28%	-0.8	-9%
29	N#C/C(=C\c1ccc2c(c1)OCO2)C(=O)NCc1ccco1	18	i	-2.9	0%
30	COC(=O)C1=C(C)N=c2s/c(=C/c3cccs3)c(=O)n2C1c1cccs1 (stereo not drawn)	7	i	-2.0	1%
31	CSc1nnc(NC(=O)c2ccco2)s1	23	i	0.3	5%
32	Cc1ccc(NC(=O)Nc2nnc(Cc3ccc([N+](=O)[O-])cc3)s2)cc1C	23	i	0.7	-6%

nr	Mm-Cpn inhibitor	D3 ag	pAkt inh	EPAC2 agonist
25	-1%	-6	i	15%
26	0%	-7	i	11%
27	0%	-15	i	4%
28	-4%	-2	i	?
29	-2%	1	i	-1%
30	1%	2	i	12%
31	-1%	4	i	4%
32	1%	13	i	0%

(listing goes on)
nr	compound	DRD3 antagonist	PTHR1 ag	CCT modulator	EPAC2 antag
33	Cc1occc1-c1nnc(SCC(=O)Nc2nccs2)n1CCc1ccccc1	10	-13%[57.5 µM]	3.4	0%
34	O=C(COC(=O)C1=NNC(=O)CC1)NCCc1ccccc1	-3	i	-2.3	4%
35	CCOC(=O)C1(c2nc(N)cs2)COC(=O)C1 (stereo not drawn)	1	-10%[57.5 µM]	-3.2	6%
36	CC(=O)c1cccc(N=Cc2c(O)c3ccccc3oc2=O)c1	?	i	-1.8	-3%
37	CCCOc1ccc(/C=c2\sc3ncnn3c2=O)cc1	-12	-23%	-6.6	-3%
38	Cc1c(NC(=O)/C(C#N)=C/c2ccc(-c3cccc(Cl)c3)o2)c(=O)n(-c2ccccc2)n1C	-12	-64%[inhibitor]	0.7	-4%
39	Cc1ccc(N(CC(=O)NC2CCCCCC2)S(=O)(=O)c2c(C)nn(C)c2C)cc1	-10	14%[57.5 µM]	-47*	0%
40	CCn1nc(C)c(NC(=O)/C=C/c2ccc(OC)c(COc3ccc(Cl)cc3Br)c2)c1C	-13	-19%	-0.6	-20%

nr	Mm-Cpn inhibitor	D3 ag	pAkt inh	EPAC2 agonist
33	0%	-3	i	2%
34	2%	-8	i	1%
35	1%	2	i	-1%
36	-4%	-14	i	0%
37	-3%	-5	i	13%
38	-2%	-5	i	6%
39	2%	-15	i	1%
40	0%	6	i	-4%

More records follow:
nr	compound	DRD3 antagonist	PTHR1 ag	CCT modulator	EPAC2 antag
41	COCCCC1CCN(C(=O)C2CCC(=O)N(Cc3ccccc3F)C2)CC1 (stereo not drawn)	?	i	-1.1	14%
42	CN(C)CCN(C(=O)c1ccc(N2C(=O)CCC2=O)cc1)c1nc2cc3c(cc2s1)OCO3	-8	i	-0.4	-2%
43	COC(=O)[C@]12CCCCC=C1N(Cc1ccc(Cl)cc1Cl)C(=O)[C@H](CC(=O)NCCc1ccccc1OC)C2	-1	-30%	1.7	9%
44	O=[N+]([O-])c1ccccc1-c1nc(-c2ccc(Br)o2)no1	-5	-45%	2.3	2%
45	Cn1c(SCC(=O)Nc2ccc3[nH]c(=O)[nH]c3c2)nnc1-c1ccc(F)cc1	1	-1%	-0.6	8%
46	CC(C)c1ccc(NC(=O)C(c2ccccc2)N(C)C(=O)CCc2c[nH]c3ccccc23)cc1 (stereo not drawn)	1	-3%	-1.2	-13%
47	Cc1cc(C(=O)N/N=C/c2ccc3c(c2)OCO3)c(C)n1-c1ccc(F)cc1	6	i	0.4	12%
48	c1ccc2c(c1)OCCOCCOCCOCCOCCOc1ccccc1OCCOCCOCCO2	1	-28%	2.7	21%
49	COc1ccc2nc(-c3ccccn3)[nH]c2c1	2	-29%	-1.4	3%
50	O=C(COc1cccc(F)c1)Nc1nc(-c2ccccn2)cs1	3	i	0.4	1%
51	CCCCn1c(O)c(N=Nc2ccccn2)c2ccccc21	-4	i	-0.1	-10%

nr	Mm-Cpn inhibitor	D3 ag	pAkt inh	EPAC2 agonist
41	-1%	1	i	3%
42	0%	-8	i	6%
43	nt	0	i	15%
44	1%	-1	i	17%
45	0%	-4	i	5%
46	nt	0	i	11%
47	-1%	6	i	9%
48	1%	1	i	14%
49	0%	-4	i	11%
50	nt	2	i	5%
51	1%	0	i	6%

Exported tab-delimited: five of the compounds above
entry	SMILES	DRD3 antagonist	PTHR1 ag	CCT modulator	EPAC2 antag	Mm-Cpn inhibitor	D3 ag	pAkt inh	EPAC2 agonist
41	COCCCC1CCN(C(=O)C2CCC(=O)N(Cc3ccccc3F)C2)CC1 (stereo not drawn)	?	i	-1.1	14%	-1%	1	i	3%
42	CN(C)CCN(C(=O)c1ccc(N2C(=O)CCC2=O)cc1)c1nc2cc3c(cc2s1)OCO3	-8	i	-0.4	-2%	0%	-8	i	6%
43	COC(=O)[C@]12CCCCC=C1N(Cc1ccc(Cl)cc1Cl)C(=O)[C@H](CC(=O)NCCc1ccccc1OC)C2	-1	-30%	1.7	9%	nt	0	i	15%
44	O=[N+]([O-])c1ccccc1-c1nc(-c2ccc(Br)o2)no1	-5	-45%	2.3	2%	1%	-1	i	17%
45	Cn1c(SCC(=O)Nc2ccc3[nH]c(=O)[nH]c3c2)nnc1-c1ccc(F)cc1	1	-1%	-0.6	8%	0%	-4	i	5%
